# DT40 TDP1 no CPT: qHTS for Inhibitors of human tyrosyl-DNA phosphodiesterase 1 (TDP1): qHTS in cells in absence of CPT | Potency, µM (highest dose often 46.2 µM), inactives show at the top dose activity change, negative = growth inhibition, hits mostly inhibitors | DT40 Tdp1-/- hTDP1 cells, no CPT, ATP luminescence, 48 h | 15% of 420,000 active | AID 686978, 2013; also: nearly all actives have a fitted effect of over 55% in size
#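 Seeded 400 DT40-hTDP1 cells/well (vehicle DMSO, no 20 nM CPT); pinned compounds; ≥48 hr at 37 °C; CellTiter-Glo luminescence as viability measure.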
# DT40 TDP1 CPT: qHTS for Inhibitors of human tyrosyl-DNA phosphodiesterase 1 (TDP1): qHTS in cells in presence of CPT. chicken DT40 Tdp1-/-;hTDP1 cells + 20 nM CPT, ATP luminescence, 48 h. Potency, µM (series often up to 46.2 µM), without a hit: top-dose activity change, negative = growth inhibition, most hits filed as inhibitors. 12% of 420,000 active. AID 686979, 2013; also: nearly all actives have a fitted effect of over 55% in size
#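 Chicken DT40 Tdp1-/- cells stably complemented with human TDP1 were seeded at 400 cells/well in medium containing 20 nM camptothecin, exposed to pin-transferred compounds, and grown at 37 °C for at least 48 hr. Viability was read as ATP luminescence.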
# TDP1 block: qHTS Assay for Inhibitors of Tyrosyl-DNA Phosphodiesterase (TDP1). Tyrosyl-DNA phosphodiesterase 1 (Homo sapiens), Q9NUW8. recombinant TDP1, AlphaScreen DNA substrate cleavage. Potency, µM (titrated, usually from 130 µM), without a hit: top-dose activity change, negative = inhibition, usual class: inhibitors. 0.28% of 350,000 active. AID 485290, 2010; also: nearly all actives have a fitted effect of over 40% in size
# Target sequence (Q9NUW8 whole entry, looked up): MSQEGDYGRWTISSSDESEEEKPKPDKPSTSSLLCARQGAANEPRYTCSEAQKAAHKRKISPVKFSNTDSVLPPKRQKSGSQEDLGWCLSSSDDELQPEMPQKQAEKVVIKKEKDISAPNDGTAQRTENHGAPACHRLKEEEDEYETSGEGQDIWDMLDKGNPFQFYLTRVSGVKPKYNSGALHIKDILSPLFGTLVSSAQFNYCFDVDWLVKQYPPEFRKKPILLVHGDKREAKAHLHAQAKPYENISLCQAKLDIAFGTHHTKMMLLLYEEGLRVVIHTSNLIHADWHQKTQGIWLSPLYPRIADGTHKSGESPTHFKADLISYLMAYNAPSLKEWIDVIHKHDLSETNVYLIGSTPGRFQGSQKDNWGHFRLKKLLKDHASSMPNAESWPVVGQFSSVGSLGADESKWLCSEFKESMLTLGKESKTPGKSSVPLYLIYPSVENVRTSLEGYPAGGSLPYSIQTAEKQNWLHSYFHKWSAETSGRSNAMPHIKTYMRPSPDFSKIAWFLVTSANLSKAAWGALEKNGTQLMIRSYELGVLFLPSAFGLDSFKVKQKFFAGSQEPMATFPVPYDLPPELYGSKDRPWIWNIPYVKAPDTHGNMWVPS
#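 E. coli-derived human Tdp1, 1 nM final. Cpd preinc 15 min RT; substrate 15 nM final, 5 min RT; AS bead mix 10 ug/ml final, 10 min RT. Signal loss = tyrosine-FITC cleavage. No-enzyme wells = max signal.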
# * marks the source's active call; other numbers are inactive results; ? = inconclusive; . = not tested or not shown; & = joins results of further samples; [ ] = dose if it differs, or a comment. Calls follow the shape of the dose curve; as a rule, active = well fitted curve in the direction sought with a large enough effect; inconclusive = small, poorly fitted or top-dose-only effect, or another doubt; inactive = no such curve, though single readings can be large; an effect the other way counts as inactive or inconclusive. % is scaled to controls: 0 for no effect and ±100 for the full control effect; potency is read from the fitted curve at half-maximal effect. The order is random; 18% or so of the library scored in one or more.
SMILES,DT40 TDP1 no CPT,DT40 TDP1 CPT,TDP1 block
CN1CCN(c2cc(=O)n(-c3ccc(Cl)cc3)c(=O)[nH]2)CC1,9%,0%,1%
Cn1c(=O)c2ccccc2n(CC(=O)NC2CCCC2)c1=O,-7%,4%,3%
CCOC(=O)c1c(CSc2ccccc2)n(C)c2ccc(O)cc12,-21%,-45%,.
Cc1nn(C)c(C(=O)Nc2cccc(CN3CCOCC3)c2)c1Br,?,?,3%
O=c1oc2ccccc2cc1-c1csc(Cc2nc(-c3ccc(Br)cc3)cs2)n1,16µM*,?,3%
CC(Sc1ncc(C#N)c(N)n1)C(=O)Nc1ccccc1 (centres undefined),-13%,-19%,8%
COc1ccc(OC)c(C(C)NC(=S)Nc2ccc(S(=O)(=O)Nc3ncccn3)cc2)c1 (centres undefined),2%,3%,3%
O=C(NNC(=O)C1C2CCC(C2)C1C(=O)O)c1cccc(Cl)c1 (centres undefined),0%,0%,0%
Cc1noc(C)c1CCC(=O)Nc1c(C(C)C)cccc1C(C)C,-20%,-13%,1%
Cc1ccc(C(=O)CSc2nnc(-c3ccc4[nH]c(C)c(C)c4c3)o2)cc1C,26µM*,?,2%
O=C(CNCc1cccs1)Nc1ccc(S(=O)(=O)N2CCCCC2)cc1,-10%,?,-5%
Nc1nnc(CCC2CCCCC2)s1,-1%,-7%,5%
COc1ccc(N2C(=O)C3ON(C4SC(=S)N(C)C4(C)C)C(c4ccc(Cl)cc4)C3C2=O)cc1 (centres undefined),12%,2%,5%
Cc1ccc(-n2nnnc2C(Cl)(Cl)c2nnnn2-c2ccc(C)cc2)cc1,2.6µM*,2.9µM*,7%
O=C(CCc1nnc(CCCc2ccccc2)o1)NCCc1ccco1,6%,7%,2%
O=C(O)C1C2CC3C(OC(=O)C31)C2Cl (centres undefined),-8%,-7%,0%
Cc1ccc(CNC(=O)COC(=O)CCOc2ccc(C)cc2)cc1,-5%,-7%,-3%
COCC1CCN(Cc2nc(-c3ccc(OC)cc3)no2)CC1,-25%,-1%,-3%
CC/C(=N\N=C(/CC)c1ccccc1N)c1ccccc1N,23µM*,29µM*,.
CCNC(=O)c1cccc(NC(=O)CN2C(=O)NC3(CCCCC3)C2=O)c1,2%,6%,6%
O=C(c1ccco1)N1CCN(c2ccc([N+](=O)[O-])cn2)CC1,-5%,?,.
O=C(NCc1ccncc1)[C@@H]1CCCN1C(=O)[C@@H]1CCCN1C(=O)c1cccc2ccccc12,-26%,-25%,.
O=C(c1ccncc1)N1CCC2(CC1)CCN(c1ccc(-c3ccccc3)cc1)CC2,?,6.5µM*,.
COc1cc(Cl)c(C)cc1NC(=O)CCCN1C(=O)C(c2ccccc2)Oc2cccnc21 (centres undefined),21µM*,26µM*,0%
O=C(c1ccc2c(=O)n3c(nc2c1)CCCCC3)N1CCc2ccccc21,?,?,.
# (list continues)
SMILES,DT40 TDP1 no CPT,DT40 TDP1 CPT,TDP1 block
Cc1ccc(-n2c(SCC(=O)Nc3cc(C)on3)nc3c([nH]c4ccccc43)c2=O)cc1,-23%,-11%,5%
CCc1ccc(OCCCC(=O)NCc2ccccc2)cc1,21µM*,29µM*,4%
O=C(NCC(c1cccs1)N1CCOCC1)c1cc2ccccc2oc1=O (centres undefined),?,?,1%
Cc1ccc(N=C2NC(=O)/C(=C/C=C/c3ccco3)S2)cc1C,?,?,3%
COc1ccccc1CN1C[C@@H]2C[C@@H](c3[nH]c4c(C)cccc4c3C)N3CCC[C@@]23C1=O,-73%,-28%,3%
COCCCNC(=O)C(=O)NCC(c1ccc2c(c1)OCO2)N1CCOCC1 (centres undefined),?,8%,2%
COc1ccc(N2CCN(C(CNC(=O)C(=O)NCCCO)c3ccco3)CC2)cc1 (centres undefined),-6%,1%,5%
CCOc1ccc(N2CC(c3nc4ccccc4n3Cc3cccc(C)c3)CC2=O)cc1 (centres undefined),?,?,7%
Cn1nc(-c2ccc(C(=O)N3CCN(Cc4ccccc4)CC3)cc2)c2ccccc2c1=O,18µM*,23µM*,5%
Cc1ccc2sc(N(CCCN(C)C)C(=O)CN3C(=O)c4ccccc4C3=O)nc2c1C,21µM*,21µM*,1%
COc1ccccc1N1CCN(C(=O)CC(NC(=O)c2ccccc2Cl)c2ccccc2)CC1 (centres undefined),?,-28%,-8%
Cc1ccc2c(c1)[C@H]1[C@H](CO2)[C@H](c2ccccc2)[C@]2(C)C(=O)Nc3ccc(Cl)cc3C(=O)N12,15µM*,?,0%
CC1=C(C(=O)Nc2cc(Cl)ccc2C)C(c2ccco2)n2ncnc2N1 (centres undefined),?,?,3%
Cc1cc(C)c2c(N)c(C(=O)N3CCN(c4ncccn4)CC3)sc2n1,?,-27%,7%
O=C(O)CCCC(=O)N(Cc1ccccc1)Cc1ccccc1,-11%,-7%,3%
COc1ccccc1NS(=O)(=O)c1ccc(C(=O)N2CCN(c3ccccc3O)CC2)cc1,16µM*,18µM*,-13%
COc1cccc2c1OCC(CN1CCN(CCC(C)C)C(CCO)C1)=C2 (centres undefined),-21%,22%,3%
CC(=O)NC(CCS(C)(=O)=O)C(=O)Nc1cccc2ccccc12 (centres undefined),-1%,38%[activator],3%
COc1ccc(-c2c(C)oc3c(CN4CCCC(C)C4)c(O)ccc3c2=O)cc1OC (centres undefined),-6%,-1%,.
Cc1cc(Nc2cccc(C(=O)O)c2)n2nc(C)nc2n1,-3%,3%,0%
O=C(NCCC1=CCCCC1)C1CCC(CNc2nc(=S)[nH]c3ccccc23)CC1 (centres undefined),16µM*,?,8%
C[C@@H]1CN([C@@H](C)CO)C(=O)CCCn2nncc2CO[C@@H]1CN(C)C(=O)Nc1cccc2ccccc12,-12%,-4%,.
Cc1nc(-c2ccccc2OC(F)(F)F)[nH]c(=O)c1Cl,-16%,0%,5%
Cc1nn(Cc2ccc(C(=O)N3CCN(C(=O)c4ccco4)CC3)o2)c(C)c1[N+](=O)[O-],-3%,-11%,2%
O=C(O)CCC(=O)OCC1CCCO1 (centres undefined),-1%,0%,8%
# Further records:
SMILES,DT40 TDP1 no CPT,DT40 TDP1 CPT,TDP1 block
CCn1cc(S(=O)(=O)N2CCc3ccccc3C2)cn1,9%,-15%,0%
CCC(C)NC(=O)CSc1nnc(-c2ccc(C(C)(C)C)cc2)n1C (centres undefined),?,?,-2%
COc1ccc(CNC(=O)CN(C)Cc2ccccc2F)cc1OC,?,5%,6%
Cc1cn([C@H]2C[C@H](O)[C@@H](CCC(=O)NCCN3CCCCC3)O2)c(=O)[nH]c1=O,-14%,-6%,0%[56.1 µM]
Cc1noc(C(=O)Nc2cccnc2)c1Cl,-6%,?,4%
COCCNCCOCCOc1ccc(Cl)c(C)c1,?,?,.
NC(=O)CCn1ccc2ccccc21,-3%,-14%,6%
Cn1cc(CCC(=O)N2CCCC(CCC(=O)NCc3ccc(F)c(F)c3)C2)cn1 (centres undefined),-17%,-6%,8%
CCCOc1ccc2cc(C(=O)NCc3ccccc3)c(=O)oc2c1,-27%,-27%,-3%
COc1ccccc1/C=C/C(=O)OCC(=O)N1CCCCC1,5%,9%,2%
O=C(Cc1cccc(NC(=O)C2CCN(S(=O)(=O)c3cccc([N+](=O)[O-])c3)CC2)c1)Nc1cccc(C(=O)N2CCOCC2)c1,-15%,-28%,.
COc1ccc(C2N(Cc3ccccc3)CC(=O)N2/N=C(\C)c2ccccc2)cc1 (centres undefined),-8%,-14%,-3%
COc1cccc(NC(=O)CN(C)C(=O)/C=C/c2cn(-c3ccccc3)nc2-c2cccs2)c1,?,?,1%
COCCCNC(=O)C[C@@H]1C[C@@]2(C(=O)OC)CC(C)(C)CC=C2N(Cc2ccc3c(c2)OCO3)C1=O,?,13%,.
CCN(CC)S(=O)(=O)c1cccc(C(=O)N[C@H](C(=O)NCc2ccc(Cl)cc2)C(C)C)c1,15µM*,23µM*,-4%
CN(C)CCNc1ncnc2c1sc1nc(N3CCCC3)c3c(c12)CC(C)(C)OC3,26µM*,?,6%
CCOc1ccc(OCC)c(S(=O)(=O)NCc2ccccn2)c1,10%,-2%,1%
CN(C)S(=O)(=O)c1cccc(C(=O)NCCCn2ccnc2)c1,-1%,-7%,3%
COc1cc(OC)cc(C(=O)N[C@H](C(=O)Nc2ccc(S(=O)(=O)N(C)C)cc2)C(C)C)c1,?,3%,5%
CCc1ccc(N2CC34C=CC(O3)C(C(=O)OC)C4C2=O)cc1 (centres undefined),-2%,21%,3%
CC1(C(=O)NCc2ccccc2)CN(S(C)(=O)=O)CC(=O)N1CC(F)(F)F (centres undefined),-11%,-1%,.
OCCNc1nc(N2CCCC2)nc(N2CCCC2)n1,-22%,-3%,1%
Cn1nc(-c2ccc(OCC(=O)NCC3CCCO3)cc2)c2ccccc2c1=O (centres undefined),12µM*,18µM*,3%
Cc1nnc(SCCn2c(N3CCN(Cc4ccccc4)CC3)nc3c2c(=O)[nH]c(=O)n3C)s1,-20%,-4%,0%
N#C/C(=C\c1ccc(O)cc1)c1nc2ccccc2o1,?,0%,6%
# New compounds follow
SMILES,DT40 TDP1 no CPT,DT40 TDP1 CPT,TDP1 block
COc1ccc(CCNC(=O)CSc2nnc(-c3ccccc3)c3ccccc23)cc1OC,?,16µM*,7%
Cc1ccc(OCCn2cnc3c(N)ncnc32)cc1,-5%,1%,4%
O=S(=O)(c1ccccc1)c1nc(NCc2ccccc2)sc1Cl,-29%,-12%,4%
CCC1=C(OC(=O)N(CC)CC)N2C(=O)OC(=NCC(=O)OC)[C@]2(C)[C@H]2C1=CC[C@H]1C(=O)N(CC)C(=O)[C@H]12,-5%,-38%,3%&1%
CCCC1=Nc2cc(C(=O)NCc3ccco3)ccc2Sc2ccccc21,3.7µM*,?,5%
CC(=O)Nc1cccc(-c2ccnc3c2CC(C(=O)NCc2cccnc2)O3)c1 (centres undefined),?,-13%,.
COc1nc(C)ccc1-c1noc(-c2ccco2)n1,-2%,2%,6%
CCOC(=O)c1ccccc1NC(=O)c1cccc(F)c1,?,-25%,.
O=C(Nc1ccc2nc(-c3ccccc3)[nH]c2c1)c1ccco1,21µM*,?,5%
CC(C)CC(N)c1csc(Nc2cnccn2)n1 (centres undefined),9.2µM*,13µM*,.
CCOC(=O)C1=C(C)NC(=O)NC1c1ccc(OC)c(CN2CCOCC2)c1 (centres undefined),-22%,33%[activator],1%
CCCNC(=O)CS(=O)Cc1nc(-c2cccc(OC)c2)oc1C (centres undefined),11%,2%,2%
CCN(CC)c1ccc(-c2nn3c(-c4cccnc4)nnc3s2)cc1,21µM*,18µM*,2%
Cc1cccc(N2CCN(C(=O)c3c4c(nc5ccccc35)C(=O)N(C3CCCCC3)C4)CC2)c1C,5.8µM*,7.3µM*,8%
Cc1ccc(C=Nc2ccc(N(C)C)cc2)o1,2.1µM*,5.2µM*,12%
Cn1cnnc1SC(C(=O)c1ccccc1)c1ccccc1 (centres undefined),-11%,5%,1%
C=CC[C@H]1CC(C)=C[C@H](CC=C)N1,1%,13%,3%

# Laid out differently: entries from further up.
# Results follow in this order: DT40 TDP1 no CPT, DT40 TDP1 CPT, TDP1 block
CCC1=C(OC(=O)N(CC)CC)N2C(=O)OC(=NCC(=O)OC)[C@]2(C)[C@H]2C1=CC[C@H]1C(=O)N(CC)C(=O)[C@H]12
    -5%, -38%, 3%&1%
CCCC1=Nc2cc(C(=O)NCc3ccco3)ccc2Sc2ccccc21
    3.7µM*, ?, 5%
CC(=O)Nc1cccc(-c2ccnc3c2CC(C(=O)NCc2cccnc2)O3)c1 (centres undefined)
    ?, -13%, .
COc1nc(C)ccc1-c1noc(-c2ccco2)n1
    -2%, 2%, 6%
CCOC(=O)c1ccccc1NC(=O)c1cccc(F)c1
    ?, -25%, .
O=C(Nc1ccc2nc(-c3ccccc3)[nH]c2c1)c1ccco1
    21µM*, ?, 5%
CC(C)CC(N)c1csc(Nc2cnccn2)n1 (centres undefined)
    9.2µM*, 13µM*, .
CCOC(=O)C1=C(C)NC(=O)NC1c1ccc(OC)c(CN2CCOCC2)c1 (centres undefined)
    -22%, 33%[activator], 1%
CCCNC(=O)CS(=O)Cc1nc(-c2cccc(OC)c2)oc1C (centres undefined)
    11%, 2%, 2%
CCN(CC)c1ccc(-c2nn3c(-c4cccnc4)nnc3s2)cc1
    21µM*, 18µM*, 2%
Cc1cccc(N2CCN(C(=O)c3c4c(nc5ccccc35)C(=O)N(C3CCCCC3)C4)CC2)c1C
    5.8µM*, 7.3µM*, 8%
Cc1ccc(C=Nc2ccc(N(C)C)cc2)o1
    2.1µM*, 5.2µM*, 12%
Cn1cnnc1SC(C(=O)c1ccccc1)c1ccccc1 (centres undefined)
    -11%, 5%, 1%
C=CC[C@H]1CC(C)=C[C@H](CC=C)N1
    1%, 13%, 3%
